# HCV inh – HCV inhibition | Huh7.5.1 HCVcc-Cre infection, luciferase reporter, 44 h | Potency, µM (highest dose often 41.8 µM), for the others: at the highest dose activity change, negative = inhibition, most hits filed as inhibitors | 340,000 compounds, 3.4% hits | AID 651820; note: potency is the fitted concentration of half-maximal effect
#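 Seed cells (1,000/well) for 4 h; treat with compound and infect with HCVcc-Cre, moi about 0.5. Incubate 44 h, then detect luciferase activity.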
# Giardia FBPA inh – blocks Giardia fructose-bisphosphate aldolase activity; 290,000 compounds, 0.71% hits; Potency, µM (series often up to 59.6 µM), inactives show at the highest dose activity, negative = inhibition, hits mostly inhibitors; purified Giardia FBPA; AID 2451; note: potency is the fitted concentration of half-maximal effect; nearly all actives have a fitted effect of over 55% in size
# Target sequence (A8B2U2 whole entry, looked up): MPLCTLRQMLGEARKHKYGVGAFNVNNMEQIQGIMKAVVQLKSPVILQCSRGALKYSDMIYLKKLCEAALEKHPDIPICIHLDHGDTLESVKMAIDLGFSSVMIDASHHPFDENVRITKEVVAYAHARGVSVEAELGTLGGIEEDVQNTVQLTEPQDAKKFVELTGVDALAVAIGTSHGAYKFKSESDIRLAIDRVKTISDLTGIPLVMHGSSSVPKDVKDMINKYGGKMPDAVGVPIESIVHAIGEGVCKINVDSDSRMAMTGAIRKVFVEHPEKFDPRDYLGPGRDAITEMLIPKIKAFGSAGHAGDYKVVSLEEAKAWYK
#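 Giardia FBPA (40 nM reagent) was preincubated 10 min at RT with compound (up to 57.5 uM final), then substrate plus GAPDH/TPI/NAD/arsenate coupling system with diaphorase/resazurin was added; resorufin fluorescence (525/598 nm) was read after 20 min.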
# HCMV inh – inhibitors of human cytomegalovirus. activity change, negative = inhibition, % at 57.5 µM. HFF cells, HCMV-luciferase reporter, 72 h; active compounds read low. 410,000 compounds, 4.5% hits; in the data active = activity change below about -60%; inconclusive = no clear call, values can overlap the other calls; inactive = above about -39%
#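 Compounds were evaluated in HFFs infected with an HCMV luciferase reporter virus (MOI 1 PFU/cell). Luciferase in lysates collected 72 h post infection served as the replication measure.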
# Sm TGR block – inhibitors of Schistosoma mansoni thioredoxin glutathione reductase. Potency, µM (titrated, usually from 114 µM), for the others: at the top dose activity change, negative = inhibition, actives largely listed as inhibitors. purified TGR, DTNB reduction, TNB absorbance 405 nm. 360,000 compounds, 3% hits. Q962Y6; note: potency is the fitted concentration of half-maximal effect; nearly all actives have a fitted effect of over 60% in size
#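 First, TGR (20 nM dispensed) and NADPH were mixed with compound. Second, a 15 min room-temperature incubation followed. Third, further NADPH and then DTNB were added to start the reaction. Finally, TNB absorbance was monitored kinetically.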
# AmpC inh detg – blocks E. coli AmpC beta-lactamase in detergent assay; AmpC hydrolysis of nitrocefin, absorbance 480 nm, 0.01% Triton; Potency, µM (doses to about 114 µM), without a hit: top-dose activity change, negative = inhibition, most hits filed as inhibitors; 370,000 compounds, 0.041% hits; AID 485294;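 note: potency is the fitted concentration of half-maximal effect; 0% = no-compound wells and -100% = no-enzyme wells; nearly all actives have a fitted effect of over 25% in size; some results filed as inactive show a strong effect at the top dose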
# Target sequence (P00811 whole entry, looked up): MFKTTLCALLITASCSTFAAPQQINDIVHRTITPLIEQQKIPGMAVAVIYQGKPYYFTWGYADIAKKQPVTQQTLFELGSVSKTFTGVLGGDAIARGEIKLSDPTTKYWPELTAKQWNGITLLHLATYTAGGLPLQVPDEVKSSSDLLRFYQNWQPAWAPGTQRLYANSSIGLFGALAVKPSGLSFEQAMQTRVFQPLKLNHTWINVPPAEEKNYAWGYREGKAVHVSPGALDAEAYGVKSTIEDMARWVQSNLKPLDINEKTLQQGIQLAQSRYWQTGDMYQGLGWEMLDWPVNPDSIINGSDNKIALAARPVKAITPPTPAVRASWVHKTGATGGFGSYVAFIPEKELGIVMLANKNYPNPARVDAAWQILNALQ
#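 AmpC (5.3 nM in the dispensed reagent) in 20 mM phosphate pH 7.0 with 0.01% (detergent screen) or 0.0001% Triton X-100 was preincubated with compounds for 15 min at room temperature. Nitrocefin was then added from an 800 uM solution, and hydrolysis was followed at 480 nm.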
# AMA1-RON2 inh – inhibitors of Plasmodium falciparum AMA1-RON2 interaction; AlphaScreen AMA1-biotinylated RON2 peptide binding; Potency, µM (series often up to 58.2 µM), inactives show top-dose activity change, negative = inhibition, most hits filed as inhibitors; 360,000 compounds, 0.2% hits; AID 720542;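 note: potency is the fitted concentration of half-maximal effect; 0% = vehicle wells and -100% = peptide control; nearly all actives have a fitted effect of over 45% in size; some results filed as inactive show a strong effect at the top dose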
#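 AMA1 (3D7) with his tag at 25 nM final met compounds first, then biotinylated RON2 peptide at 25 nM; detection used donor plus acceptor beads, 10 µg/mL apiece, read by AlphaScreen after 30 min at room temperature.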
# Active calls of the source: *; ? = inconclusive; . = not tested or not shown; [ ] = remark or other dose. Unless noted, calls come from the whole dose curve; as a rule, active = well fitted curve in the direction sought with a large enough effect; inconclusive = small, poorly fitted or top-dose-only effect, or another doubt; inactive = no such curve, though single readings can be large; an effect the other way counts as inactive or inconclusive. Unless noted, % is set by controls: 0 for no effect and ±100 for the full control effect.
# The first three entries (preview)
1	O=C(/C=C/c1cn(-c2ccccc2)nc1-c1ccccc1)Nc1ccc(C(=O)O)cc1
2	Cn1c(=O)[nH]c(=O)c2c1nc(CN1CCOCC1)n2CCCO
3	Cn1nc(C(F)(F)F)c(C#N)c1N1CCN(c2cccc(C(F)(F)F)c2)CC1
screen / no.	1	2	3
AMA1-RON2 inh	9%	1%	6%
HCV inh	12%	1%	?
AmpC inh detg	0%	2%	0%
Giardia FBPA inh	-1%	0%	-8%
Sm TGR block	2%	7%	11%
HCMV inh	-10	44	?

# Results, previewed entries included:
1	O=C(/C=C/c1cn(-c2ccccc2)nc1-c1ccccc1)Nc1ccc(C(=O)O)cc1
2	Cn1c(=O)[nH]c(=O)c2c1nc(CN1CCOCC1)n2CCCO
3	Cn1nc(C(F)(F)F)c(C#N)c1N1CCN(c2cccc(C(F)(F)F)c2)CC1
4	COc1cccc(CN2CCN(C(=O)c3cc(-c4cccnc4)nc4ccc(C)cc34)CC2)c1
5	O=C1CCCN1c1ccc(S(=O)(=O)NCc2ccc(F)cc2)cc1
6	O=C(Nc1ccc(C(=O)O)cc1)/C(=C\c1cccc([N+](=O)[O-])c1)NC(=O)c1ccc(Br)o1
7	C[C@H](NC(=O)c1[nH]cnc1C(=O)Nc1ccc(CNC(=O)OC(C)(C)C)cc1)C(=O)OCc1ccccc1
8	CCn1c(CC(=O)Nc2ccc(C)cc2)nnc1SCC(=O)NCCc1ccccc1
screen / no.	1	2	3	4	5	6	7	8
AMA1-RON2 inh	9%	1%	6%	-14%	2%	0%	95%[activator]	9%
HCV inh	12%	1%	?	-19%	-2%	7%	?	-9%
AmpC inh detg	0%	2%	0%	1%	-1%	1%	2%	-12%
Giardia FBPA inh	-1%	0%	-8%	1%	12%	2%	-12%	9%
Sm TGR block	2%	7%	11%	-23%	7%	1%	9%	10%
HCMV inh	-10	44	?	-14	-30	-40	20	8

# 2 of the compounds above, bar-delimited.
no. | molecule | AMA1-RON2 inh | HCV inh | AmpC inh detg | Giardia FBPA inh | Sm TGR block | HCMV inh
3 | Cn1nc(C(F)(F)F)c(C#N)c1N1CCN(c2cccc(C(F)(F)F)c2)CC1 | 6% | ? | 0% | -8% | 11% | ?
4 | COc1cccc(CN2CCN(C(=O)c3cc(-c4cccnc4)nc4ccc(C)cc34)CC2)c1 | -14% | -19% | 1% | 1% | -23% | -14

# (continued)
9	COc1ccc2c(c1)CCCC21NC(=O)N(CC(=O)N2CC(C)OC(C)C2)C1=O (stereo not given)
10	CC(C)Oc1ccc(NC(=O)c2ccncc2)cc1
11	Cc1cc(C)c(C)c(S(=O)(=O)N2C(=S)NC(=O)C2C(C)C)c1C (stereo not given)
12	CCN(CC)S(=O)(=O)c1ccc(N2C(=O)Nc3ccccc3N2O)cc1
13	O=C(CN1C(=O)COc2ccc(S(=O)(=O)N3CCCC3)cc21)NC1CCCCCCC1
14	O=C(O)CC(CN1C(=O)c2ccccc2C1=O)c1ccccc1 (stereo not given)
15	CCOC(=O)c1c(NC(=O)CCN2CCOCC2)sc(C)c1-c1ccccc1
16	CN1CCN(S(=O)(=O)c2cccc(C(=O)Nc3ccccc3N3CCOCC3)c2)CC1
screen / no.	9	10	11	12	13	14	15	16
AMA1-RON2 inh	16%	-5%	6%	-6%	.	-7%	?	7%
HCV inh	10%	?	0%	-2%	-7%	15%	25µM*	14%
AmpC inh detg	.	-1%	?	-14%	-13%	.	11%	-10%
Giardia FBPA inh	.	-1%	15%	11%	13%	.	-5%	2%
Sm TGR block	.	7%	5%	-5%	-7%	.	2%	12%
HCMV inh	0	-20	-31	7	.	34	-30	-31

17	CCC(CO)Oc1cc(NCc2ccc(Cl)cc2)c2ncn(C(C)C)c2c1 (stereo not given)
18	CN(C)C(CNc1ccc([N+](=O)[O-])cc1C#N)c1ccccc1 (stereo not given)
19	CC1=C(C#N)C(=O)NC(C)(C)C1
20	Cc1cccc(CSCC(=O)NCc2ccc(S(N)(=O)=O)cc2)c1
21	CCCC1C2CN(C(C)=O)CC=C2C(C#N)=C(N)C1(C#N)C#N (stereo not given)
22	CC(C)NC(=O)Nc1cccc2c1O[C@H](CN(C)C(=O)Nc1ccccc1)[C@@H](C)CN([C@H](C)CO)C2=O
23	CCOc1ccc(N(C)C(=O)CCc2nnc3ccc(N4CCC5(CC4)OCCO5)nn23)cc1
24	N#Cc1ccccc1S(=O)(=O)N1CCN(C(=O)C2COc3ccccc3O2)CC1 (stereo not given)
screen / no.	17	18	19	20	21	22	23	24
AMA1-RON2 inh	-13%	-5%	-3%	-8%	22%	25%	0%	-12%[11.6 µM]
HCV inh	2.2µM*	-9%	7%	16%	8%	9%	19%	8%
AmpC inh detg	.	-3%	-4%	-10%	-5%	.	-11%	-15%
Giardia FBPA inh	.	5%	-1%	1%	-25%	.	-6%	.
Sm TGR block	.	-8%	-8%	-3%	-32%	.	-18%	?
HCMV inh	-18	1	-33	-18	-11	-23	?	-15

25	COc1ccc(OC)c(-c2cc(C(=O)Nc3c(C)nn(Cc4ccc(Cl)cc4)c3C)no2)c1
26	CCN(CC)C(C)C(=O)NCC1(c2ccccc2)CCOCC1 (stereo not given)
27	CN(C)CCNC(=O)C(=O)NCC1OCCN1S(=O)(=O)c1ccc2c(c1)OCCO2 (stereo not given)
28	O=C(Cc1ccccc1)NCC(=O)N/N=C/c1cccnc1
29	C[C@H](CO)N1C[C@H](C)[C@@H](CN(C)S(=O)(=O)c2ccc(F)cc2)Oc2ccc(NC(=O)NC3CCCCC3)cc2C1=O
30	COc1cc(C(=O)N2C(=O)c3cccc(N)c3C2=O)cc(OC)c1OC
31	CCOC(=O)c1cnc(-c2ccccc2)nc1N(C)C
32	CCOc1ccc(-c2cccc(NS(=O)(=O)c3ccc(F)cc3F)c2)nn1
screen / no.	25	26	27	28	29	30	31	32
AMA1-RON2 inh	9%	2%	4%	9%	-5%	-2%	1%	.
HCV inh	14µM*	6%	18%	15%	?	14%	?	.
AmpC inh detg	?	-9%	4%	2%	.	3%	-2%	1%
Giardia FBPA inh	0%	-7%	1%	3%	.	6%	6%	.
Sm TGR block	0%	-3%	-2%	4%	.	-1%	-2%	2%
HCMV inh	-13	3	0	58	-8	32	241	8

33	c1ccc(CCNC2CCCCCC2)cc1
34	O=C(N/N=C/c1cc([N+](=O)[O-])ccc1O)c1ccc(COc2ccc3c(c2)CCC3)o1
35	CC1(C)c2ccccc2N2CC(=O)N[C@@]21/C=C/C=C/c1ccccc1
36	O=C(NCCNC(=O)c1ccco1)c1cccc(F)c1
37	O=C(Nc1cccc(C(=O)N2CCCCC2)c1)c1nsc2ccccc12
38	COc1cc(/C=N/NS(=O)(=O)c2ccc3ccccc3c2)ccc1OCCN1CCOCC1
39	CCOC(=O)C1CCN(C(=O)Cc2c(C(=O)O)n(C)c3ccccc23)CC1
40	O=C(N/N=C\c1ccoc1)c1ccco1
screen / no.	33	34	35	36	37	38	39	40
AMA1-RON2 inh	-15%	91%[activator]	9%	9%	.	-13%	-9%	42%[activator]
HCV inh	4%	-27%	-19%	6%	.	13%	12%	18%
AmpC inh detg	-5%	-13%	-2%	-13%	0%	1%	-7%	7%
Giardia FBPA inh	-23%	16%	-6%	4%	.	0%	0%	.
Sm TGR block	-14%	-31%	-1%	-5%	1%	-3%	1%	1%
HCMV inh	10	-96*	-66*	-24	39	15	-4	21

41	CCN(c1ccc(OC)cc1)S(=O)(=O)c1ccc2c(c1)CC(C)N2C(=O)C1CC1 (stereo not given)
42	CC(=O)[C@H]1CC[C@H]2[C@@H]3C=CC4=CC(=O)CC[C@@]4(C)[C@@H]3CC[C@]12C
43	Cc1c(C(=O)NCc2n[nH]c(=S)n2-c2ccc(F)cc2)cccc1[N+](=O)[O-]
44	CCC(C)C(=O)Nc1c2c(nc3c1CCC3)CCCC2 (stereo not given)
45	O=C(NC(=S)Nc1ccccc1[N+](=O)[O-])c1cncc(Br)c1
46	COc1ccc(C(=O)NCCS(=O)(=O)N2CCc3ccccc3C2)cc1
47	CNC(=S)N(CCc1cccc(C)c1)Cc1cc2cc(OC)c(OC)cc2[nH]c1=O
48	CCOC(=O)c1cnc2c(c(C)nn2C)c1Oc1cc(Cl)cc(Cl)c1
screen / no.	41	42	43	44	45	46	47	48
AMA1-RON2 inh	-3%	7%	54%[activator]	-1%	52%[activator]	-2%	-1%	-25%
HCV inh	-6%	0.56µM*	1%	5%	-1%	24%	13%	3%
AmpC inh detg	-1%	-12%	2%	10%	-9%	-11%	-11%	2%
Giardia FBPA inh	-1%	.	-9%	1%	7.9µM*	.	-4%	-9%
Sm TGR block	2%	-10%	0%	-5%	20µM*	-4%	-10%	13%
HCMV inh	?	17	-33	12	-16	-6	-36	13

49	Cc1cccn2c(NC(=O)c3ccccc3F)c(-c3ccccc3)nc12
50	CCOC(=O)C1=C(CC)OC(N)=C(C#N)C1c1ccc(OC)c(C)c1OC (stereo not given)
51	CCCCOc1cccc(C(=O)Nc2cccc(-c3nc4ncccc4o3)c2C)c1
52	c1csc(-c2noc(COc3ccc4c(c3)CCCC4)n2)c1
53	COc1ccc(C(=O)O)cc1N1C(=O)Nc2ccccc2N1O
54	Cc1c(C(=O)N2CCC3(CC2)OCCO3)oc2ccc(S(=O)(=O)N3CCCCC3)cc12
55	CCCCn1cc(S(=O)(=O)c2ccc(Cl)cc2)c(=O)c2cc(F)c(N3CCCC(C)C3)cc21 (stereo not given)
56	Cc1ccc(-n2cccn2)cc1
screen / no.	49	50	51	52	53	54	55	56
AMA1-RON2 inh	0%	12%	.	65%[activator]	?	13%	.	14%
HCV inh	-10%	4%	.	-19%	3%	14%	.	-9%
AmpC inh detg	1%	?	1%	1%	6%	-19%	3%	-2%
Giardia FBPA inh	4%	-17%	.	-29%	-1%	0%	.	-1%
Sm TGR block	3%	0%	0%	-13%	-12%	-2%	-4%	-12%
HCMV inh	-33	11	?	36	-23	-7	4	-17

57	CCOC(=O)c1ccc(NC(=O)Oc2ccccc2)cc1
58	N#C/C(=C\c1cccs1)Sc1nc2ccccc2s1
59	Cc1ccc(Sc2ncccc2/C=N/O)cc1
60	COc1ccc(-c2nc[nH]c2[N+](=O)[O-])cc1
61	COc1ccc(Cl)cc1NC(=O)CSc1cc(C)[nH]c(=O)n1
62	O=C(NCc1ccccc1Cl)c1ccc(Nc2nc3ccccc3n3nnnc23)cc1
63	CCCCCCCCCCC(=O)Nc1cccnc1
64	CC1=C(C(=O)NCc2ccccc2)C(c2cccs2)NC(=S)N1 (stereo not given)
65	CCCCN(C(=O)COC(=O)COc1c(C)cc(C)cc1C)c1c(N)n(CCC)c(=O)[nH]c1=O
66	c1cncc(-c2nnc(SCc3cccc4ccccc34)o2)c1
screen / no.	57	58	59	60	61	62	63	64	65	66
AMA1-RON2 inh	-1%	-16%	-3%	5%	.	.	.	2%	12%	-2%
HCV inh	13%	?	3%	27%	.	.	.	?	-17%	?
AmpC inh detg	-14%	-9%	2%	-6%	0%	12%	3%	5%	0%	-15%
Giardia FBPA inh	5%	-5%	6%	-6%	.	.	1%	2%	.	-4%
Sm TGR block	11%[11.4 µM]	-7%	1%	0%	-5%	3%	9%	6%	0%	-6%
HCMV inh	5	-35	6	-20	5	-14	-38	-6	19	-6

# Compound activity as filed in PubChem.
